# Bioassay records: PubChem BioAssay, several laboratories
# Exocytosis inh = lytic granule exocytosis inhibition | TALL-104 LAMP-1 surface exposure, flow cytometry; cells stimulated with thapsigargin and PMA | inhibition, % at 10 µM | 360,000 tested, 0.66% active;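 active = inhibition above about 55%, limit read from the data; inconclusive = no clear call, values can overlap the other calls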
# H9c2 protect = protects H9c2 cardiomyocytes from peroxide injury. 360,000 tested, 0.63% active. H2O2 injury protection, ATPLite, 2 h. protection from H2O2 cell death, % at 20 µM. AID 588492;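 active = compounds giving at least 50% protection of heart cells from peroxide-induced death in the single-dose screen, raw or plate-pattern-corrected value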;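 also: 0% = DMSO wells with peroxide and 100% = DMSO wells without peroxide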
# MC4R antag cAMP = antagonists of human melanocortin 4 receptor (MC4R); P32245; MC4R-expressing cells, MTII-stimulated cAMP, LANCE TR-FRET; inhibition, % at 6.5 µM; 360,000 tested, 0.48% active; AID 540295;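 active = inhibition above its plate's cutoff, the mean of tested wells on that plate plus 3 SD, cut at about 29% in these data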;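 also: 0% = Melanotan II alone and 100% = Melanotan II plus saturating MCL0020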
#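 Assay system: U2OS cells stably expressing human melanocortin 4 receptor (MC4R) / Dosing: 6.5 µM / Timing: compound 30 min, challenge 1 h, detection 1 h / Measured by: Eu-cAMP/anti-cAMP TR-FRET, emission 671 nm / Replicates: singlicate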
# CaV13 ICDI inh = Disruptors of the CACNA1D IQ motif to Ca2+-dependent inactivation inhibitor domain association, primary screening, Förster resonance energy transfer in intact living …; 340,000 tested, 0.098% active; HEK cells, CFP/YFP FRET ICDI-IQ, plate reader, 10 min; percent FRET-ratio fall versus neutral wells; inhibition, % at 12.3 µM;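 active = mean replicate inhibition of at least 30% and at least 1% of replicates passing that level; inconclusive = only one of the two criteria is met; inactive = neither criterion is met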;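 also: 0% = median of the neutral control wells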
# MC4R ag barr = activates human MC4R beta-arrestin recruitment | U2OS MC4R beta-arrestin complementation, luminescence; percent of melanotan II response, DMSO zero | activation, % at 8.9 µM | 360,000 tested, 0.98% active | AID 540308;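 active = activation above a per-plate cutoff, the mean activation of sample wells on that plate plus 3 SD, cut at about 8% in these data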
# ABCB6 inh MLPCN = inhibitors of human ABC transporter ABCB6; Q9NP58; K562-ABCB6 porphyrin accumulation, flow cytometry, 1 h; stronger effect = lower value; fluorescence ratio to DMSO, % at 10 µM; 360,000 tested, 0.19% active; AID 602162;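 active = fluorescence ratio to DMSO below 75%, the collection mean minus 3 SD; inconclusive = too few cells collected in the well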;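 also: signal is porphyrin accumulated inside mitochondria; 100% equals median channel fluorescence of DMSO control wells; lower ratio means ABCB6 inhibition with less porphyrin fluorescence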
# HTR2A ag = activates the mouse 5-HT2A serotonin receptor. P35363. CHO-K1 mHTR2A beta-arrestin complementation, luminescence; percent of 30 µM serotonin response. activation, % at 7.6 µM. 360,000 tested, 0.66% active. AID 624169;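 active = activation above a run cutoff, the mean activation of all tested compounds plus 3 SD, cut at about 14% in these data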;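 also: 0% = plate median of compound wells and 100% = 30 µM serotonin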
# Target sequence (P35363 whole entry, looked up): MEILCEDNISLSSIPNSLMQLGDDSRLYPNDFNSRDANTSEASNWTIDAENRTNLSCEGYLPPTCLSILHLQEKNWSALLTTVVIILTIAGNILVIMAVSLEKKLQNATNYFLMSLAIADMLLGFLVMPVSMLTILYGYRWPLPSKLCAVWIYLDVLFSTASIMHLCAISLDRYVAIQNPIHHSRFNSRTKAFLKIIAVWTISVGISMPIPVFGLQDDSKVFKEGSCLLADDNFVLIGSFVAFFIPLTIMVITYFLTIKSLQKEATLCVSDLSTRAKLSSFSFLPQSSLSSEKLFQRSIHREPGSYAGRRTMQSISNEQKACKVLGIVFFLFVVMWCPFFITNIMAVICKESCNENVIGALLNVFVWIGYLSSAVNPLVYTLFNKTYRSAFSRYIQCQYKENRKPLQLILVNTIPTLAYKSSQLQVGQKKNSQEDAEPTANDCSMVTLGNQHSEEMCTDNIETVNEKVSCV
# N-glyco inh = blocks N-linked glycosylation in D54 reporter cells; D54 ERlucT glycosylation luciferase reporter, 24 h; percent of 100 nM tunicamycin response; AID 588692; 360,000 tested, 0.23% active; reporter increase, % at 12.5 µM;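 active = mean luciferase reporter signal, scaled so untreated is 0 and the glycosylation-blocking control 100, at or above a set limit in every replicate; inconclusive = mean reaches the limit but not every replicate does; inactive = mean below the limit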;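 also: luciferase carries N-glycosylation sites so blocking glycosylation raises the light; 0% = median of neutral control wells and 100% = median of 100 nM tunicamycin wells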
# PDI turbidity = blocks human protein disulfide isomerase activity. P07237. PDI insulin aggregation turbidity, A650, 90 min. inhibition, % at 10 µM. 350,000 tested, 0.052% active. AID 588391;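 active = mean inhibition across replicates of 30% or more, whatever share of single replicates reach that level; inconclusive = mean inhibition below 30% while every single replicate reaches 30%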;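 also: absorbance from insulin aggregation driven by PDI reduction with DTT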
# Target sequence (P07237 whole entry, looked up): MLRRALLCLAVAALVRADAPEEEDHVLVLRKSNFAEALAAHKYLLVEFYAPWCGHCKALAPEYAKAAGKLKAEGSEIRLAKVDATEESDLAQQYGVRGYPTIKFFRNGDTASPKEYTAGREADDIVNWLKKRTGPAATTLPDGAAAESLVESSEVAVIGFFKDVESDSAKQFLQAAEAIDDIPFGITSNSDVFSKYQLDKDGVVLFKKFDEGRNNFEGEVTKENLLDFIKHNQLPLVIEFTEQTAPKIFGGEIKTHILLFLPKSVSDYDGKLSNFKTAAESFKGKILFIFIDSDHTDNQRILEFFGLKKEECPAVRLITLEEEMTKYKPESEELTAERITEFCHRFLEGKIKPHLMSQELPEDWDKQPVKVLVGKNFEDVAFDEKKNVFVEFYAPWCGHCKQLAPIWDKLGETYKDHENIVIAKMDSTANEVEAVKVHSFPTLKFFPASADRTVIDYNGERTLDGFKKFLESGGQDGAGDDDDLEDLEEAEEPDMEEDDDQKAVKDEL
# ABHD5 PLIN5 PPI = inhibitors of human ABHD5-perilipin-5 interaction | Q00G26+Q8WTS1 | Split G. princeps luciferase complementation, luminescence, 4 h | inhibition, % at 4 µM | 360,000 tested, 0.78% active;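 active = inhibition above the mean inhibition across every tested compound plus 3 SD, cut at about 22% in these data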;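 also: 0% = DMSO only wells and the 100% control is not disclosed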
# * marks the source's active call; other numbers are inactive results; ? = inconclusive; . = not tested or not shown.
compound,Exocytosis inh,H9c2 protect,MC4R antag cAMP,CaV13 ICDI inh,MC4R ag barr,ABCB6 inh MLPCN,HTR2A ag,N-glyco inh,PDI turbidity,ABHD5 PLIN5 PPI
CC1CCN(C(=O)COC(=O)c2cccs2)CC1,40,-4,-4,-4,-2.3,105,-1,-5,-4,-3
CCN(CC)C(=O)Oc1ccnc2cc(Cl)ccc12,-3,-5,-2,-2,-2.3,92,4,-2,6,2
CC1CCCN(C(=O)CSCC(=O)Nc2nc(-c3cccs3)cs2)C1 (centres undefined),11,-24,7,-7,-1.2,93,15*,2,.,8
NC(=O)Cc1nc2scc(-c3ccccc3)c2c(=O)[nH]1,-1,4,-9,-14,-1.9,90,-7,-1,-3,-3
Cc1ccc(NC(=O)CCCCCNS(=O)(=O)c2ccc(C)cc2)cc1,6,6,2,-5,0.1,96,-2,-6,-1,-4
N#C/C=C(/c1ccc(F)cc1)N1CCOCC1,-1,2,6,-3,-0.6,96,-4,0,-4,17
CCCSc1nc2sc3c(c2c(=O)n1-c1ccc(OC)cc1)CCN(C)C3,31,-8,-2,-17,-1.1,95,7,1,-28,1
CC(=O)c1cccc(N(C(=O)c2ccco2)C(C(=O)NC2CCCC2)c2ccncc2)c1 (centres undefined),2,6,4,.,2.5,.,1,-1,6,10
CC(C)OP(=O)(CCP(=O)(OC(C)C)OC(C)C)OC(C)C,-4,0,7,1,0.1,92,0,0,-6,-6
CC1(C)CC(Nc2ccc(C(F)(F)F)cc2[N+](=O)[O-])CC(C)(C)N1,5,16,-3,-2,1.6,101,-1,0,0,11
Cc1cc(NC(=O)c2ccco2)no1,-2,1,-5,-8,-1.2,98,0,1,3,0
NC(c1ccccc1)c1csc(NC(=O)NCC2CCCCC2)n1 (centres undefined),6,13,-2,-11,7.0,94,-5,-2,2,4
Nc1ccc2c(c1)C(=O)C(=O)c1ccccc1-2,51,-23,-44,.,-0.6,113,1,-19,?,14
COc1ccc(/C=N/n2c(-c3n[nH]c4c3CCC4)n[nH]c2=S)c(OC)c1OC,-2,2,12,-17,-2.1,103,2,3,7,-3
CCOc1ccc(OCC)c(-c2c(=O)n(OCc3ccccc3Br)c3ccccc3[n+]2[O-])c1,-2,-2,15,-10,-1.0,99,-5,-1,-1,-3
Cc1c2cnn(CC(=O)NCCCN3CCCCC3)c(=O)c2c(C)n1Cc1ccccc1,-1,3,-1,-8,-0.2,101,0,-2,.,-6
CCN1C(=O)C(NC(C)=O)c2cc(OC)ccc21 (centres undefined),3,-1,-1,.,-0.6,109,0,-1,-3,0
Cc1cccn2c(=O)c3cc(C(=O)NC4CCCC4)c(=N)n(Cc4ccc(F)cc4)c3nc12,3,-4,2,9,-3.3,99,1,-15,-2,3
Cc1c(NS(=O)(=O)c2ccc3c(c2)NC(=O)CC(=O)N3)cccc1[N+](=O)[O-],0,5,1,-3,-3.8,98,-1,-2,-6,-7
CCC1CCC(N2CCN(c3ccc(F)cc3)CC2)CC1 (centres undefined),0,-4,-2,-19,-1.3,98,-8,0,-4,-1
CCOc1ccc(-c2nc(S(=O)(=O)c3ccccc3)c(NC)o2)cc1,-1,-9,17,-10,-3.3,101,1,.,11,3
CC(=O)N1c2ccc(S(=O)(=O)N(C)CC(=O)NC3CCCCC3C)cc2CC1C (centres undefined),1,-1,11,.,1.1,100,3,0,5,4
CN1C(C(=O)Nc2ncccn2)=C(O)c2ccccc2S1(=O)=O,5,5,24,-17,-1.3,99,-11,-1,4,1
CSCCC(c1nc2ccccc2[nH]1)n1c(=O)c(-c2cc3ccccc3[nH]2)nc2ccccc21 (centres undefined),5,.,.,-29,.,.,-5,.,.,2
CCOC(=O)Cc1csc(NC(=O)c2ccc(Br)o2)n1,-3,7,-2,-6,-0.2,94,1,0,-2,2
O=C(NCCSc1c[nH]c2ccccc12)c1c(F)cccc1F,1,11,-2,-6,-0.1,96,-4,-5,.,3
Cc1cccc(C)c1NC(=O)CN(C)CC(=O)Nc1sc2c(c1C(N)=O)CCC2,6,-1,25,-14,0.9,106,-19,0,-1,0
CC(C)C(NC(=O)OC(C)(C)C)C(=O)N1CCCC1C(=O)NC(Cc1ccccc1)C(N)=O (centres undefined),-5,4,0,-5,-1.6,100,2,2,6,4
Cc1ccc(-c2ccc(CCC(=O)O)n2-c2ccc(C(=O)O)cc2)cc1,9,2,3,-3,-1.7,93,4,1,-1,16
O=C(c1cc([N+](=O)[O-])[nH]n1)N1CCSCC1,1,2,5,-4,-1.4,105,0,1,-1,-6
COC(=O)C1(C)NC(c2cccs2)C2C(=O)N(c3ccc(F)cc3)C(=O)C21 (centres undefined),-2,0,-1,-6,0.0,101,12,1,0,4
CCC(C)[C@H](N)c1cn([C@@H](Cc2cc3ccccc3[nH]2)C(=O)N2CCNCC2)nn1 (some centres undefined),3,-3,6,-5,4.1,105,0,-3,2,2
CC1(C)Cc2c(sc3c2c(=N)n(Cc2ccco2)c(=O)n3CC(=O)Nc2cccc(Cl)c2)CO1,6,13,27,-6,-2.3,98,4,-2,-8,15
CC1=C(C(=O)N2CCCCC2)C2(CCC(C)CC2)OC1=O (centres undefined),-1,1,-4,-2,0.0,101,2,1,.,-5
Cc1cc(C2(c3ccc(O)c(C)c3)C(=O)Nc3ccccc32)ccc1O,7,-37,10,-7,7.9,100,8,-9,-6,-10
C/C=C(/C)C(=O)Nc1cccc(C2=NOC3(C2)C[C@@H](C(N)=O)N(C(=O)/C=C/CC)C3)c1 (some centres undefined),-7,-1,3,-16,-1.5,89,3,1,-2,-4
CC1(C)CC(NC(=O)c2cccc(S(=O)(=O)N(Cc3ccccc3)c3ccccc3)c2)CC(C)(C)N1,20,-18,5,-6,-4.2,98,-3,-6,-1,-2
CC1Oc2ccccc2C=C1/C=N/Nc1ccc(C(=O)O)cc1 (centres undefined),-2,13,2,3,0.6,96,2,-12,-13,1
Cc1ccc(-n2ncc3c2CCCC3NC(=O)c2ocnc2C)cc1C (centres undefined),6,-16,3,-9,1.3,93,1,2,2,1
CC1=C(C)CC(C(=O)Nc2ccc(C(=O)N3CCOCC3)cc2)C(C(=O)O)C1 (centres undefined),0,3,-5,-5,-0.3,96,0,0,-2,2
Cc1cc2oc(=O)ccc2cc1[N+](=O)[O-],-2,1,-1,15,-0.3,99,-3,-1,-1,0
O=C(COC(=O)CCC(=O)c1cccs1)Nc1ccc(F)c(F)c1F,-17,2,4,-5,-1.2,96,0,0,-2,-3
Cn1c(C(C#N)C(=O)c2ccco2)nc2ccccc21 (centres undefined),-1,16,20,.,1.5,92,0,3,-6,2
CC(C)(C)c1ccc(C(O)c2ncc(-c3ccccc3Cl)[nH]2)cc1 (centres undefined),3,-22,7,-7,3.9,98,-2,-3,-1,-7
NS(=O)(=O)c1ccc2c(c1)oc(=O)c1cc(S(N)(=O)=O)ccc12,1,20,6,-6,-1.5,93,1,2,7,4
Cc1ccc(NC(=O)C2CCCN2C(=O)NCc2ccccc2)cc1 (centres undefined),13,-6,10,8,-2.5,99,2,1,-5,-2
COC(=O)c1cc(OC)c(OC)cc1NC(=S)N1CCN(c2ccccn2)CC1,-1,18,0,-1,-1.6,93,4,0,-3,2
CCOC(=O)N1CCN(CC(=O)N2c3ccccc3Sc3ccccc32)CC1,8,3,11,-4,0.8,95,-3,-3,2,-1
c1ccc(Nc2ccc3c4c(cccc24)CC3)cc1,2,-3,2,-5,-2.1,929,0,-5,15,-6
Cc1c(CC(=O)N2CCC(C(N)=O)CC2)c(=O)oc2cc3c(cc12)CCC1(CCCCC1)O3,-2,5,5,.,0.1,100,-3,-10,.,7

# (list continues)
compound,Exocytosis inh,H9c2 protect,MC4R antag cAMP,CaV13 ICDI inh,MC4R ag barr,ABCB6 inh MLPCN,HTR2A ag,N-glyco inh,PDI turbidity,ABHD5 PLIN5 PPI
CCN(CC)c1ccc2cc(C(N)=O)c(=O)oc2c1,-3,-2,-7,33*,0.6,94,2,2,0,11
COCCN1C[C@@H](CO)O[C@@H](n2cnc3c(N4CCN(c5ccccc5)CC4)ncnc32)C1,-4,5,15,-6,0.9,105,2,1,-19,-3
Cn1c2ccccc2c2cc(C(=O)NNS(=O)(=O)c3ccc(F)cc3)sc21,-1,-12,3,-4,-2.2,98,4,1,0,1
CCOc1ccccc1NC(=O)CSc1nc2ccccc2c(=O)n1CC1CCCO1 (centres undefined),21,7,17,-3,2.0,95,1,-3,5,5
CCN1C(=O)/C(=C\c2ccco2)C(C(=O)OC)=C1C,1,1,-8,-5,-0.5,101,-1,3,-2,-1
CC(C)CCNc1cc(=O)n(C)c(=O)n1C,-1,11,0,.,-1.3,.,0,2,-7,-1
O=C(O)c1ccc(-c2ccc(/C=C3\NC(=O)N(Cc4ccc(Cl)cc4)C3=O)o2)cc1Cl,0,4,-7,-4,0.9,103,10,0,-6,28*
Cc1cc(C(F)F)n2nc(C(=O)Nc3sc4c(c3C#N)CCC4)nc2n1,4,2,-6,-2,2.3,99,2,1,-10,5
CCN(CC)S(=O)(=O)c1ccc(N2CCCC2)c(NC(=O)c2nn(C)c(=O)c3ccccc23)c1,0,11,15,-1,1.2,102,1,-2,4,0
COc1cccc(C(C(=O)NC(C)(C)C)N(CC(C)C)C(=O)CCC(=O)Nc2cc(C)on2)c1OC (centres undefined),-1,3,14,7,1.3,104,4,0,2,2
CC(C)(C)NC(=O)COc1ccccc1C#N,0,18,0,-7,-1.8,92,3,1,-1,-3
O=C1NC(=O)C(CC(=O)N(Cc2cccs2)C2(C(=O)NC3CCCC3)CCCCC2)N1 (centres undefined),1,-10,15,-7,2.4,103,4,-2,-4,2
Cc1ccc(S(=O)(=O)Nc2cc(Cl)c(O)cc2C)cc1,2,-12,-4,-6,-0.2,94,0,-1,10,3
C[C@@H]1CN([C@H](C)CO)C(=O)c2cc(C#Cc3ccccc3F)cnc2O[C@@H]1CN(C)S(=O)(=O)c1ccccc1F,17,-1,3,-3,-0.6,100,9,9,-4,-5
CNC(=O)C1CC(=O)N(CCc2ccccc2)C(=Nc2ccc(OC)cc2)S1 (centres undefined),-2,-4,-2,-3,0.9,100,1,-1,-2,-4
Cc1ccc(S(=O)(=O)N(CC(=O)NC2CC3CCC2C3)c2ccccc2)cc1 (centres undefined),17,2,1,-12,-0.6,85,-5,-2,-6,-3
CCOc1ccccc1Oc1c(C)oc2c(CN3CCN(CCO)CC3)c(O)ccc2c1=O,-2,-13,10,-5,1.4,101,8,2,7,6
Cc1ccc(C(=O)CN2C(=O)NC3(CCc4ccccc43)C2=O)s1 (centres undefined),-6,2,2,-3,-2.8,104,4,1,7,-3
